PRMT1 FP inh = inhibitors of human PRMT1; Q99873; recombinant PRMT1, activity-based probe fluorescence polarization; inhibition, % at 2.79 µM; hit rate 1.3% among 370,000; AID 652257;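 active = inhibition above about 21% made by adding two undisclosed values, limit read from the data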
SIAE primary = blocks human sialic acid acetylesterase | Q9HAT2 | SIAE FP-Rh probe binding, fluorescence polarization | inhibition, % at 9.66 µM | hit rate 0.69% among 370,000 | AID 1053197;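 active = inhibition above a cutoff: mean of compounds within the control limits plus 3 SD of those, cut at about 17% in these data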;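 note: 0% = plate median of compound wells and 100% = probe without SIAE protein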
Target sequence (Q9HAT2 whole entry, looked up): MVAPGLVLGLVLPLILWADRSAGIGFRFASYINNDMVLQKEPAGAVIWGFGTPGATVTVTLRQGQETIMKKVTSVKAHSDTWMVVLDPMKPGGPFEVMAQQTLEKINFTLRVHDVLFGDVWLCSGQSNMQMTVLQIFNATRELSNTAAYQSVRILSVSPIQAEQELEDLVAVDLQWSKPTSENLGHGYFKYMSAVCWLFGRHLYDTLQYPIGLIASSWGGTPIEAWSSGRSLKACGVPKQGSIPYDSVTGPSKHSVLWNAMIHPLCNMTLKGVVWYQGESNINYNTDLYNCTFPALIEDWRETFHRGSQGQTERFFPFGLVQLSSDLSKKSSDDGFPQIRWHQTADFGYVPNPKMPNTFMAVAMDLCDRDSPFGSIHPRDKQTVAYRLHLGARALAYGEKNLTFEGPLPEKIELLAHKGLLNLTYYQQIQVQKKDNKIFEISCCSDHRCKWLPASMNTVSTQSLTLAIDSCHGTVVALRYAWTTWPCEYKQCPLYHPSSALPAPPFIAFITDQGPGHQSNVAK
MBD2 inh = MBD2-methylated oligo binding inhibition; Q9UBB5; inhibition, % at 4.4 µM; TR-FRET, MBD2 binding to methylated oligonucleotide; hit rate 0.31% among 370,000; in the data active = inhibition above about 13%
GC-B act = GC-B (human) receptor activation. hit rate 0.11% among 370,000. HEK293-GC-B cells, CNP EC30, cGMP TR-FRET; 0% at EC30 CNP, 100% saturating CNP. AID 1920062. activation, % at 10 µM;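 active = activation at 10 µM reaching about 35% in either raw or pattern-adjusted values, limit read from the data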
TCR-CD3 inh = human TCR-CD3 binding inhibition | AID 651800 | hit rate 0.37% among 360,000 | TAMRA-labeled TCR probe fluorescence, biochemical | inhibition, % at 9.4 µM; in the data active = inhibition above about 19%;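 note: recombinant mutant TCR 2C K166C tagged with TAMRA read by polarization; 0% = receptor in buffer alone and 100% = receptor with positive control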
LEDGF integ inh = blocks HIV-1 LEDGF/p75-dependent DNA integration. TR-FRET IN-LEDGF/p75 DNA integration, Eu/Cy5. inhibition, % at 3.7 µM. hit rate 0.64% among 370,000. AID 743269;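 active = inhibition above the screen-wide mean plus 3 SD, cut at about 13% in these data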;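 note: signal is the Cy5 over europium emission ratio at 671 and 618 nm; 0% = plate median of compound wells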
rCAG binder = r(CAG) repeat RNA binding; TO-PRO-1 dye displacement fluorescence; inhibition, % at 3 µM; hit rate 1.3% among 370,000;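 active = inhibition above the plate cutoff, the mean of all test compounds on that plate plus 3 SD, cut at about 35% in these data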;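 note: 0% = DMSO alone and 100% = 100 µM mitoxantrone as full dye displacement; higher means more dye released from RNA so lower well fluorescence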
HTRA1 inh = inhibitors of human serine peptidase HTRA1. recombinant HTRA1, FP-rhodamine activity-based probe, fluorescence polarization. Q92743. hit rate 0.5% among 340,000. inhibition, % at 5.96 µM; in the data active = inhibition above about 36%;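 note: 0% = enzyme with DMSO and 100% = wells lacking enzyme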
TDP2 absorb = TDP2 (human) inhibition, absorbance primary screen; O95551; recombinant TDP2, T5PNP hydrolysis, p-nitrophenol absorbance 415 nm; inhibition, % at 12.8 µM; hit rate 0.34% among 370,000; AID 720702;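 active = inhibition above the mean of all tested compounds plus 3 SD, set per campaign, cut at about 25% in these data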;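 note: 0% = DMSO with enzyme and 100% = buffer with substrate but no TDP2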
Target sequence (O95551 whole entry, looked up): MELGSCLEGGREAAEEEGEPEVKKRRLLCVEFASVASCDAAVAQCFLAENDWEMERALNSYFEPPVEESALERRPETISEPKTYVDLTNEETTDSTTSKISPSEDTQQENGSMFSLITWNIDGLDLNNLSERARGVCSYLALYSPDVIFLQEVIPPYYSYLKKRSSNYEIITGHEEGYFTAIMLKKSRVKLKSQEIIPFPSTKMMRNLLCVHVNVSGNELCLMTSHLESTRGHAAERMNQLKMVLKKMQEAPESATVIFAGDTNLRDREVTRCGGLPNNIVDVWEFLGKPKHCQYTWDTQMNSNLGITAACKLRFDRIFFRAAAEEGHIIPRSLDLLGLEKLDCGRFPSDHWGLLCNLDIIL
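Assay system: recombinant human TDP2 / Reagent: T5PNP substrate at 5 mM, a TopII-DNA adduct mimic / Measured by: epi absorbance from released p-nitrophenol / Evaluation: % inhibition relative to enzyme-containing and enzyme-free wells / Control set: enzyme-free and DMSO wells / Replicates: each compound tested once, singlicate / Schedule: enzyme reaction with compound for 2 h at 37 °C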
ABHD4 inh = inhibitors of mouse ABHD4; Q8VD66; purified mABHD4, FP-Rh probe fluorescence polarization; inhibition, % at 8.92 µM; hit rate 0.54% among 370,000;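 active = inhibition exceeding the mean over every tested compound plus 3 SD, cut at about 30% in these data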;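 note: 0% = plate median of compound wells and 100% = S159A mutant with DMSO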
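Assay system: mouse ABHD4 enzyme, wild type / Also added: fluorescent activity-based probe FP-Rh / Doses: single nominal dose of 8.92 µM, 0.89% DMSO final / Timing: 45 min compound pre-incubation plus 60 min probe step, 25 °C / Signal: FP readout, ex 525 nm / em 598 nm / Control set: S159A mutant/DMSO as 100%, compound-well median as 0%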
Active calls of the source: *; . = not tested or not shown. Not all compounds are listed; rates above refer to the full screens.

SMILES	PRMT1 FP inh	SIAE primary	MBD2 inh	GC-B act	TCR-CD3 inh	LEDGF integ inh	rCAG binder	HTRA1 inh	TDP2 absorb	ABHD4 inh
COc1ccc2c(c1)C=C(CN1CCN(Cc3ccccc3C)C(CCO)C1)CO2 (centres undefined)	-3	4	0	3	6	-4	-5	-5	-3	-2
Cc1nc2[nH]onc2c2nccc(=O)c12	-2	-1	-12	3	4	-1	0	5	-5	-1
Cc1cccc(C2=NN(c3ccccc3)[C@H](CO)[C@H]2c2ccc(F)cc2)c1	-2	-4	2	-2	-5	0	11	7	-6	-8
CCOC(=O)N1CCC(NC(=O)C2CCCCN2S(=O)(=O)c2ccc(F)cc2)CC1 (centres undefined)	0	6	3	-2	-6	0	-1	1	-3	4
CC(=O)NC12CC3CC(C1)CC(C(=O)N1CCN(S(=O)(=O)c4cccs4)CC1)(C3)C2	0	0	-3	4	5	2	0	-1	7	3
CC(C)Nc1nc(NC(N)=S)nc(NC(C)C)n1	-3	-8	-2	-7	-5	-2	-4	2	-8	-7
OCCN=C1CCCc2c1[nH]c1ccc(Br)cc21	-3	-2	2	7	-6	1	6	-17	-4	-12
CC(C)Oc1ccc(C(=O)Nc2ccccc2N2CCCC2)cc1	-1	0	-4	-3	3	0	-3	-3	2	0
Cc1cccc(C(=O)Nc2cc(OCc3cccc(F)c3)c(Cl)cc2Cl)c1	1	-2	-2	-2	5	-5	7	-18	-4	-3
Cc1ccc(NC(=O)CCC(=O)N/N=C/c2coc3ccc(F)cc3c2=O)cc1	-2	2	-6	4	4	2	-1	-2	-12	0
Cc1ccc(S(=O)(=O)NC(=O)C2(C)CCN2C(=O)CCc2ccc(Cl)cc2Cl)nc1 (centres undefined)	-2	1	2	4	0	-2	7	.	6	1
COc1ccccc1C(=O)NC(=O)CSc1nnc(N)s1	3	-1	2	-6	-1	-4	10	5	6	6
C[C@@H]1O[C@H](C2CCCC2)CC2=C1C(=O)OC(C)(C)O2	-1	7	0	8	1	0	-1	.	1	3
N#Cc1ccc(CSc2nc(N)cc(N)n2)cc1	-3	5	4	1	-5	1	0	2	11	-4
C/C(N)=C(/C#N)C(=O)CSc1nc2ccccc2c(=O)n1Cc1ccc(C)cc1	-1	-24	1	16	-7	1	6	-24	6	-16
CN1CCN(CCNC(=O)Nc2ccc(Cl)cc2)CC1	3	-1	1	1	0	-3	-2	-3	-1	-1
COC(=O)C1=C(C)NC2=C(C(=O)CC(C)(C)C2)C1c1ccsc1 (centres undefined)	-1	-1	2	-1	0	2	-5	2	2	0
CC(=O)NC(CC(=O)Nc1ccc(S(=O)(=O)N2CCOCC2)cc1)c1ccccc1 (centres undefined)	-1	1	0	3	5	-4	3	-5	7	5
CCN1C[C@@H]2[C@@H]3C(=O)N(Cc4ccccc4)C(=O)[C@@H]3[C@](CC)(C(=O)OC)N2C1=NC	-2	3	5	0	1	1	0	10	3	6
O=C(N/N=C/c1ccncc1)c1ccncc1	5	-7	1	2	-2	-1	3	-5	6	0
CCOC(=O)CCCn1nc(C)n2c(cc3sccc32)c1=O	-1	1	-7	-5	5	-1	-1	3	-2	3
CC(=O)c1cccc(S(=O)(=O)N2CCCC(c3nc(-c4ccc(C)o4)no3)C2)c1 (centres undefined)	15	6	-8	-4	-1	4	20	-14	-6	2
COC(=O)c1ccc(C)cc1	-2	-4	-3	0	5	-2	1	6	-15	-1
O=C(CNc1ccccc1)N/N=C/c1c(O)ccc2ccccc12	9	5	3	-8	-6	-7	22	21	-13	0
O=C(Nc1ccccc1N1CCOCC1)c1cccc(NS(=O)(=O)c2ccc(F)c(F)c2)c1	-1	0	-1	1	1	5	18	-9	-2	-4
S=C(NCc1cccnc1)Nc1ccc(Cl)cc1Cl	1	0	1	4	0	-3	-2	1	10	0
CCCn1c(N)c(C(=O)CSc2nnc3ccccn23)c(=O)n(C)c1=O	1	-2	1	-4	-8	-5	-9	7	-12	-5
O=C(C[C@@H]1C/C=C\CC[C@@H](Cc2ccc(F)cc2)C(=O)OC[C@@H](Cc2ccccc2)NC1=O)NCCO	-1	2	-2	8	5	2	3	-6	-2	2
O=C(NCc1cn2ccsc2n1)Nc1ccc(Cl)cc1	-3	-4	2	2	4	2	-1	0	-6	-1
Cc1ccc(N(C(=O)CNC(=O)c2ccco2)C(C(=O)NC2CCCC2)c2cccnc2)cc1C (centres undefined)	-2	3	-8	-9	4	-2	-5	7	-4	-2

Ordered by number of heavy atoms (highest first): 7 of the compounds above.
SMILES	PRMT1 FP inh	SIAE primary	MBD2 inh	GC-B act	TCR-CD3 inh	LEDGF integ inh	rCAG binder	HTRA1 inh	TDP2 absorb	ABHD4 inh
O=C(Nc1ccccc1N1CCOCC1)c1cccc(NS(=O)(=O)c2ccc(F)c(F)c2)c1	-1	0	-1	1	1	5	18	-9	-2	-4
CCCn1c(N)c(C(=O)CSc2nnc3ccccn23)c(=O)n(C)c1=O	1	-2	1	-4	-8	-5	-9	7	-12	-5
O=C(CNc1ccccc1)N/N=C/c1c(O)ccc2ccccc12	9	5	3	-8	-6	-7	22	21	-13	0
CCOC(=O)CCCn1nc(C)n2c(cc3sccc32)c1=O	-1	1	-7	-5	5	-1	-1	3	-2	3
O=C(NCc1cn2ccsc2n1)Nc1ccc(Cl)cc1	-3	-4	2	2	4	2	-1	0	-6	-1
S=C(NCc1cccnc1)Nc1ccc(Cl)cc1Cl	1	0	1	4	0	-3	-2	1	10	0
COC(=O)c1ccc(C)cc1	-2	-4	-3	0	5	-2	1	6	-15	-1

New compounds follow.
SMILES	PRMT1 FP inh	SIAE primary	MBD2 inh	GC-B act	TCR-CD3 inh	LEDGF integ inh	rCAG binder	HTRA1 inh	TDP2 absorb	ABHD4 inh
CCc1c(C(C)S(=O)(=O)c2ccc(C)cc2)[nH]c(=O)n1-c1ccc(C)cc1 (centres undefined)	34*	-2	3	0	1	-1	3	-1	-6	10
CCCN1C(=O)/C(=C\c2nc3ccccc3c(=O)[nH]2)c2ccccc21	4	-9	-1	-4	-2	1	6	1	-1	8
COc1ccc(NC(=O)Nc2ccc(C(=O)N3CCOCC3)cc2)cc1OC	8	0	9	-1	-5	2	-4	4	-9	-7
Cc1ccc(NC(=O)C2CCN(S(=O)(=O)c3c(C)noc3/C=C/N(C)C)CC2)cc1	0	5	-1	-1	14	7	25	-55	6	-29
Cc1cc(=O)oc2c(CN(CC(C)C)CC(C)C)c(O)ccc12	3	3	0	-1	-8	1	-2	.	-8	-12
CC(C)Cc1nnc(NC(=O)CCC(=O)N2CCCCC2)s1	-5	5	-2	-2	4	3	-5	-2	19	-3
COc1ccc(-c2cc(=O)c(C(=O)c3ccc(C)cc3)n[nH]2)cc1	-1	-8	1	7	2	7	-1	4	2	-8
Cc1cc(C(=O)NCc2ccc3c(c2)OCO3)ccc1[N+](=O)[O-]	6	-3	2	-2	-1	-2	2	0	8	-6
NC(=O)CSc1nnnn1-c1ccccc1Cl	-3	-16	0	-5	5	1	0	5	-28	-9
COc1ccccc1N1CCN(C(=O)c2cccc3c(=O)c(C)c(-c4ccccc4)oc23)CC1	3	-3	0	-13	0	12	-2	3	5	7
Cc1noc(C)c1COc1ccc(CC(=O)NCCc2ccccn2)cc1	-1	3	1	1	3	0	-2	9	-9	-1
COc1ccc(C(=O)NC(=S)NCCc2ccccc2)cc1	3	3	10	-4	0	0	0	-3	6	5
NC(=O)c1nsc(C(=O)N(c2ccccc2)C(C(=O)NCC2CCCO2)c2cccs2)c1N (centres undefined)	-5	7	0	.	-1	4	-5	-10	-13	-1
COc1cc(/C=C(\C#N)C(=O)NC2CCCCC2)ccc1OCc1ccc(C(=O)O)cc1	1	3	-1	-4	5	0	40*	-4	2	-21
N#CCCn1cc(C(=O)O)c(-c2ccc3ccccc3c2)n1	0	13	2	-3	-13	1	2	0	-3	5
CCOC(=O)CSc1nc(N)c(C#N)cc1C#N	3	2	-1	-2	-1	3	0	-1	0	1
Cc1cc(O)c(/C=N/Nc2ccccc2Cl)c(=O)o1	2	0	4	8	-6	3	2	2	7	10
CCn1c(N2CCN(S(=O)(=O)CC)CC2)nc2ccccc21	-2	-2	3	4	2	-2	-1	-2	11	-1
CS(=O)(=O)c1ccc(Cl)c(NC(=O)C2CC(=O)N(Cc3ccco3)C2)c1 (centres undefined)	0	2	0	2	-5	-2	4	2	12	3
Cc1nc2nc(C)c(CCC(=O)N3CCN(c4ccccn4)CC3)c(C)n2n1	3	-2	-3	-2	4	-4	-6	-4	2	-3
O=C(COC(=O)C1(c2ccc(F)cc2)CCCC1)NCc1ccco1	-7	9	1	-2	3	0	0	-1	8	2
O[C@H](COc1ccc(F)cc1)CN1CCC(C(O)(c2ccccc2)c2ccccc2)CC1	-1	-11	-1	-4	.	2	0	.	-5	-2
CC(=O)c1ccc(C(=O)N2CCCC(Nc3ccccc3)C2)s1 (centres undefined)	-5	3	-6	-1	4	2	-4	0	5	1
Cc1cc(C)c(NS(=O)(=O)c2ccccc2)c(C)c1NS(=O)(=O)c1ccccc1	2	-5	5	2	-4	-2	2	-21	5	6
C/C(=N\NC(=O)CN1CCN(c2ccc(F)cc2)CC1)c1ccco1	-9	-1	1	-3	4	6	-5	1	5	4
N#Cc1c(SCC(=O)O)nc(N2CCOCC2)c2c1CCCC2	1	-4	-1	0	4	1	8	2	-13	-5
O=C(Nc1cccc(F)c1)C1CCN(C(=O)c2ccco2)CC1	-3	7	1	5	2	10	3	9	-1	-9
CSC(=Nc1ccccc1)Nc1ccccc1	-4	2	4	-2	7	1	-1	-4	6	0
Cn1c(SCC(N)=O)nnc1C1CCN(C(=O)NC2CCCCC2)CC1	-4	2	-1	4	-6	-1	-2	8	6	-2
N[C@@H](Cc1ccccc1)c1nnc(SCc2ccccc2Cl)o1	1	3	-3	-3	0	-4	-1	-4	-3	-1
Cc1cc(N)nc(=O)n1C1CC(O)C(CO)O1 (centres undefined)	4	-1	0	5	0	0	2	1	-12	-2
CCCNC(=O)c1cc(C2CCCCN2C(=O)c2cc(F)ccc2C)on1 (centres undefined)	4	-1	3	-3	-10	-4	-4	.	7	3
O=C(CNC(=O)c1ccc(Br)o1)NCC1COc2ccccc2O1 (centres undefined)	2	9	-1	-1	1	-6	6	8	-2	-2
O=C(NCCN1CCN(c2cccc(Cl)c2)CC1)Nc1ccccc1	-4	4	4	0	6	-2	1	-2	-5	5
O=C1Nc2ccccc2-c2nnnn2C1N1CCC(Cc2ccccc2)CC1 (centres undefined)	-3	-4	2	-4	-2	0	3	.	0	-10
CCN=C(Nc1ccc2c(c1)OCO2)SC1CC(=O)N(c2ccc(OC)cc2)C1=O (centres undefined)	-1	-3	0	1	8	2	-2	1	8	0
N#C/C(C(=O)N1CCCC1)=C1/N=C(N)c2ccccc21	1	-1	-1	2	-3	2	0	-1	-10	0
O=C(NCC1CC1)c1cccc2c(-c3ccc(F)c(F)c3)coc12	0	-6	1	7	-11	-5	11	.	3	-7
CCOC(=O)CN1C(=O)N[C@@H](c2cccs2)C(C(=O)OC)=C1C	-3	4	1	4	6	0	-3	9	-1	1

Screening data deposited in PubChem BioAssay by several laboratories.
